G6PDH counter: inhibits Leuconostoc G6PDH, flagging false hits in G6PDH-based assays | AID 1020 | Purified L. mesenteroides G6PDH, diaphorase/resazurin coupled fluorescence, 45 min | inhibition, % at 5 µM | actives 0.12% (n = 200,000); in the data active = inhibition above about 50%
NF-kB expr up: raises NF-kB expression in human neuronal cells. NF-kB reporter expression; stronger effect = higher value. fold change at 12.5 µM. actives 1.6% (n = 190,000); in the data active = fold change above about 3.3
TLR4-MyD88 BLA: blocks binding of human TLR4 to MyD88; O00206+Q99836; actives 0.18% (n = 200,000); inhibition, % at 8.4 µM; HeLa CL3-4 TLR4/MyD88 BLA complementation, FRET ratio; in the data active = inhibition above about 25%;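 note: 0% = vehicle and 100% = reference inhibitor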
Target sequence (O00206 whole entry, looked up): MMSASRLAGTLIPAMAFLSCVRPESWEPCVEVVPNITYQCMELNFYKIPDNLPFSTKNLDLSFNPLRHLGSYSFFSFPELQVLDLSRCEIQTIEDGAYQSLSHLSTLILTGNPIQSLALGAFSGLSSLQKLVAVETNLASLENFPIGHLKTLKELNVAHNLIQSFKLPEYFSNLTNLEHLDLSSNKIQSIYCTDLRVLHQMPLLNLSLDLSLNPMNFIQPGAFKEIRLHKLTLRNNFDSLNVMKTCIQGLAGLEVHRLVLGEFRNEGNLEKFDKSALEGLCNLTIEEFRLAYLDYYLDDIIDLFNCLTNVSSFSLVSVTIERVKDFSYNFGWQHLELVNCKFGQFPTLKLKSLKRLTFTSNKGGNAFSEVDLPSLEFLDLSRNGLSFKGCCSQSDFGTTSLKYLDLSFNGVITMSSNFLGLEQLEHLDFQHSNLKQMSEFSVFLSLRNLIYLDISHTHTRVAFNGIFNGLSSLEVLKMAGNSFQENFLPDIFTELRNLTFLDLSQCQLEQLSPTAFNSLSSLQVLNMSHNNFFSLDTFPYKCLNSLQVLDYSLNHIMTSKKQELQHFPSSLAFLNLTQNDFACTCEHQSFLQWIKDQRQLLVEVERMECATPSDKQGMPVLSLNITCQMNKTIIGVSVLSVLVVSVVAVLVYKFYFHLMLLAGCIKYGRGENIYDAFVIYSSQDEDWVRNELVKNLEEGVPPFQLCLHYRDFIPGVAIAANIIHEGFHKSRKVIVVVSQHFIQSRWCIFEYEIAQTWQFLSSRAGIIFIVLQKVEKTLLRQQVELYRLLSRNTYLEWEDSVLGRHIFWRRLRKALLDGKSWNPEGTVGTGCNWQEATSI
Target sequence (Q99836 whole entry, looked up): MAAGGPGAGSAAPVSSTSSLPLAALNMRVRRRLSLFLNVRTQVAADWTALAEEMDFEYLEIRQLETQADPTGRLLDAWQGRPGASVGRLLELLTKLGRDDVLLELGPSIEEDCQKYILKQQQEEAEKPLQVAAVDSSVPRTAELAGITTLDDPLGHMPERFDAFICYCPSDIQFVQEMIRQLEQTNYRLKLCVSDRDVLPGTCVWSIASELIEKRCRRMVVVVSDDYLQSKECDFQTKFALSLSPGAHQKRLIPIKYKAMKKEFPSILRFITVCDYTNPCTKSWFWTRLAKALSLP
STAT1 act: activators of IFN-gamma induced STAT1 signaling; NIH 3T3 STAT1-luciferase reporter, luminescence; 100% = IFN-gamma alone, no compound; activation (% of control), % at 5.5 µM; AID 932; actives 2.6% (n = 200,000);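 active = activation above the screen-wide mean activation plus 3 SD, cut at about 130% in these data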;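 note: raw ratio to IFN-gamma control signal so 100% means no change and 0% no light; values of inactives mirror those of a sister screen read the other way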
APP transl inh: APP translation inhibition; actives 0.82% (n = 190,000); inhibition, % at 2 µM; SH-SY5Y APP 5'UTR-luciferase reporter, luminescence;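 active = inhibition above a set limit, derived from the sample mean plus 3 SD, cut at about 45% in these data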; note: values of inactives mirror those of a sister screen read the other way
APP 5'UTR act: APP 5'UTR luciferase reporter activation; SH-SY5Y APP 5'UTR luciferase reporter, luminescence; zero percent = DMSO vehicle wells; activation, % at 2 µM; actives 1% (n = 190,000);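 active = activation above a set limit, based on mean plus 3 SD of controls, cut at about 140% in these data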; note: values of inactives mirror those of a sister screen read the other way
Diaph act CS: diaphorase activation or chemical reduction counter-screen; Diaphorase/resazurin coupled assay, resorufin fluorescence, 16 min; stronger effect = higher value; 1 = vehicle wells, 0 = NADH-free wells; activation factor at 20 µM; actives 0.005% (n = 190,000); AID 1229;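 active = diaphorase activity raised at least twofold by the compound at 20 µM; inactive = activation factor below 2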
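Material: Purified diaphorase enzyme from Clostridium kluyveri | Buffer or medium: 50 mM HEPES pH 7.4 with 4.542 mM MgCl2, 0.005% Tween 20 | Times: 16 min enzyme reaction, ambient temperature | Signal: Red resorufin fluorescence at 544/590 nm excitation/emission | Measure: Increased resorufin signal from activators or reducing compounds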
FLuc stim CS: firefly luciferase counter-screen for stimulation assays | ATPlite luciferase biochemical, luminescence, 10 min; 0 = ATP-free wells, 1 = DMSO control | 200,000 tested, under 10 active | AID 1027 | activation factor at 10 µM | P08659;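 active = luciferase activation factor, scaled between plate controls, of at least 2 with compound at 10 µM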
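Assay system – cell-free luciferase reagent · Medium – PBS-based ATP solution · Dosing – test compounds dosed from 2 mM stocks in 100% DMSO · Timing – 10 min, room temperature · Technique – light output (luminescence) · Measure – luminescence gain marking luciferase activators · Controls – No-ATP low control, compound-free enzyme-plus-ATP high control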
FLuc inhib CS: inhibits firefly luciferase, flagging false hits in luciferase inhibition screens | inhibition, % at 10 µM | P08659 | actives 1.5% (n = 200,000) | AID 1006 | ATPLite firefly luciferase biochemical luminescence, 10 min;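 active = inhibition above about 50% when tested at 10 µM, limit read from the data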
Diaphorase inh: diaphorase inhibition or chemical oxidation counter-screen | inhibition, % at 20 µM | actives 0.69% (n = 190,000) | diaphorase resazurin-to-resorufin fluorescence, NADH, 16 min; bacterial (C. kluyveri) enzyme, not human;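 active = primary screen inhibition at 20 µM above a set limit, cut at about 50% in these data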;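 note: plate controls were DMSO with full reaction for no effect and wells lacking NADH for full effect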
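controls = No-NADH positive control and DMSO neutral control | system = Clostridium kluyveri diaphorase enzyme | timing = reaction incubation of 16 min at room temperature | signal = resorufin fluorescence 544/590 nm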
An asterisk follows results filed as active; . = not tested or not shown.

Value order: APP 5'UTR act	Diaphorase inh	NF-kB expr up	APP transl inh	FLuc inhib CS	FLuc stim CS	STAT1 act	Diaph act CS	TLR4-MyD88 BLA	G6PDH counter
Cc1cc(C)nc(-n2nc(C)cc2NC(=O)CN2CCc3ccccc3C2)n1
  -3	31	1.7	4	-4	1	93	0.7	-9	10
COC(=O)CC1C(=O)NCCN1Cc1cn(-c2ccc(C)cc2)nc1-c1cccc(C)c1 (stereo not drawn)
  15	7	0.8	-15	-2	1	101	0.9	9	11
COc1cc(/C=C2/C(=N)N3OC(C)=CC3=NC2=O)ccc1OC(=O)c1ccco1
  -3	7	1	3	-3	1	100	0.9	-4	-8
C[N+]1(CC(=O)Nc2ccccc2Cl)CCN(C(=O)c2cccs2)CC1
  -4	9	1.1	4	-8	1.1	100	0.9	-9	12
Cn1ncc(Br)c1C(=O)NC(=S)N1CCN(c2ccccn2)CC1
  26	12	0.85	-26	-1	1	93	0.9	-2	12
CN(C(=O)CSc1nncc2ccccc12)C1CCCCC1
  57	6	1.9	-57	14	0.9	131*	0.9	2	-2
Cn1nnnc1SCc1nnc(-c2ccc(Cl)cc2)o1
  10	-4	1.5	-10	-3	1	106	1	-4	9
NNC(=O)c1cc(Br)cs1
  3	6	1	-3	-9	1.1	107	0.9	-1	6
Nc1c(C(=O)Nc2ccc3c(c2)OCCO3)nnn1CCc1ccccc1
  6	22	2.4	-6	5	0.9	113	0.8	5	-1
O=C(CSc1nnc(SCc2ccccc2)s1)N/N=C/c1c(Cl)cccc1Cl
  10	9	1.1	-10	3	1	100	0.9	-9	-2
COCCOc1cc(N(CC(=O)N(C)C)S(=O)(=O)c2ccccc2)c(Cl)cc1Cl
  4	16	1.1	-4	-8	1.1	100	0.8	4	3
COCCNC(=S)N1CCN(c2nc3ccccc3s2)CC1
  -5	0	1.3	5	8	0.9	95	1	8	20
COC(=O)c1cc(OC)c(OC)cc1NC(=O)Cc1ccccc1[N+](=O)[O-]
  7	15	1	-7	-6	1.1	100	0.9	4	6
CC(C)[N+](C)(CCOC(=O)C1c2ccccc2Oc2ccccc21)C(C)C
  2	2	1	-2	-10	1.1	99	1	0	8
COC(=O)C(CCCN1C(=O)c2ccccc2C1=O)(NC(C)=O)c1nn[nH]n1 (stereo not drawn)
  13	11	1.4	-14	-4	1	101	0.9	-13	6
CC1(C)Cc2ccccc2-c2nc3n(c(=O)c21)CCS3
  -10	18	0.93	10	-6	1.1	96	0.8	4	4
CCOC(=O)CNC(=O)CSc1nc(-c2ccccc2)ns1
  26	3	1.2	-26	-3	1	84	1	-17	8
CN(C)CCCNS(=O)(=O)c1ccc(Oc2ncc(C(F)(F)F)cc2Cl)cc1
  3	4	1	-4	3	1	97	1	-14	27
O=C(CSC(=S)N1CCN(c2ccccc2)CC1)Nc1nc(-c2ccccc2)c(-c2ccccc2)o1
  1	-2	1.1	-1	-8	1.1	95	1	-12	8
O=C(CSCc1ccccc1)N1CCN(c2ccc(F)cc2)CC1
  -5	5	1.3	5	-4	1	101	1	-10	0
c1ccc(-c2n[nH]nc2-c2ccccc2)cc1
  4	18	0.96	-4	-7	1.1	101	0.8	1	-4
Cc1oc(-c2ccccc2F)nc1CN1CCC(C(=O)NC2CCCc3ccccc32)CC1 (stereo not drawn)
  13	13	0.71	-13	-12	1.1	96	0.9	8	0
COc1ccc2[nH]c3c(=O)n(Cc4ccc(C(=O)N5CCCCCC5)cc4)c(=S)[nH]c3c2c1
  -7	2	1	8	-4	1	101	1	14	-1
COc1ccccc1-c1ccc(SCC(=O)NCc2ccc3c(c2)OCO3)nn1
  26	17	1.1	-26	1	1	94	0.8	-1	9
Cc1cc2nc(SCCN3CCOCC3)[nH]c2cc1C
  108	-6	2.4	-108	-7	1.1	152*	1.1	-7	7
Cc1cccc(C)c1Nc1nnc(SCC(=O)Nc2cc(S(=O)(=O)N3CCCCC3)ccc2Cl)s1
  17	18	0.95	-17	-6	1.1	92	0.8	4	-19
O=C(O)C1CCCCC1C(=O)NCc1ccc(F)cc1 (stereo not drawn)
  -5	11	1.2	5	5	1	104	0.9	6	4
O=C(NC12CC3CC(CC(C3)C1)C2)c1ccc(-c2cccc(Cl)c2)o1
  192*	19	0.82	-192	23	0.8	164*	0.8	-3	-18
COC(CNC(=O)c1ccc(N2CCCC2=O)cc1)OC
  0	8	1.4	0	-3	1	97	0.9	-13	6
CCCCNC(=O)C1(NC(=O)Nc2ccccc2)CCCCC1
  -20	-21	1.1	20	-4	1	105	1.2	9	16

Other records follow.
Value order: APP 5'UTR act	Diaphorase inh	NF-kB expr up	APP transl inh	FLuc inhib CS	FLuc stim CS	STAT1 act	Diaph act CS	TLR4-MyD88 BLA	G6PDH counter
Cc1cccc(-n2nnc(C(=O)Nc3ccc(F)cc3)c2N)c1
  109	1	5.1*	-109	7	0.9	168*	1	-1	0
CC(=O)NC[C@H]1CN(c2ccc(N3CCOCC3)c(F)c2)C(=O)O1
  .	24	.	.	-5	1	.	0.8	.	7
CCc1c(C)nc(SCC(N)=O)c(C#N)c1C
  .	6	1	.	-2	1	104	0.9	0	2
CCOC(=O)c1nn(-c2cccc(OC)c2)c2nc(CC)c(C#N)c(=O)n12
  -14	3	1.1	14	-8	1.1	91	1	-3	-1
COc1ccccc1CNc1nc(-c2cc(C)n(C)c2C)cs1
  13	36	1	-13	-4	1	102	0.6	-1	-1
CCn1c(SCC(=O)c2cc(OC)ccc2OC)nnc1C(C)C
  7	1	1	-7	-2	1	97	1	13	8
CN(C)C(=O)CSc1nnc(CCNC(=O)OC(C)(C)C)o1
  7	-3	0.97	-7	0	1	97	1	2	12
CC(C)(C)n1nnnc1C(c1cccnc1)N(Cc1ccccc1)Cc1cccs1 (stereo not drawn)
  -6	21	0.54	6	0	1	97	0.8	-7	3
Cc1cccc2sc(NNC(=O)C3=COCCO3)nc12
  0	-17	0.86	0	2	1	102	1.2	-6	14
Cc1ccc(-c2nnc(N(C)C(=O)C3CCCO3)s2)cn1 (stereo not drawn)
  -5	6	1.4	5	-4	1	98	0.9	-9	3
CN(CC(=O)Nc1c(Cl)cccc1Cl)C(=O)CCCN1C(=O)c2ccccc2C1=O
  10	1	0.99	-10	3	1	95	1	-1	7
O=C(Cc1ccc(Cl)cc1)Nc1ccccc1Sc1ccccc1
  -8	20	1.2	8	-6	1.1	104	0.8	11	-3
O=C(N/C(=C/c1cn(-c2ccccc2)nc1-c1ccccc1)C(=O)N1CCOCC1)c1ccc(Cl)cc1Cl
  -10	-2	1	10	-4	1	103	1	-7	7
O=C(O)c1ccc(CN2C(=O)c3ccccc3S2(=O)=O)cc1
  -6	10	1.1	6	-1	1	101	0.9	-3	-11
CCOC(=O)c1ccc(N/C(=N/S(=O)(=O)c2ccccc2)c2ccccc2)cc1
  11	24	0.81	-11	-11	1.1	103	0.8	3	-3
COC(=O)c1cc[n+](CC(=O)c2ccccc2)cc1
  13	10	1.7	-13	-8	1.1	101	0.9	1	2
O=S(=O)(c1ccc2nc(-c3ccccc3)[nH]c2c1)N1CCN(c2cccc(Cl)c2)CC1
  -12	10	1.5	12	-9	1.1	99	0.9	-4	6
CC1CC(c2ccccc2)n2nc(NC(=O)CCc3ccccc3)nc2N1 (stereo not drawn)
  1	11	1	-2	-6	1.1	98	0.9	-1	6
CN1OC(COC(=O)c2ccc(Cl)cc2Cl)CC1c1ccccc1 (stereo not drawn)
  15	22	1.5	-15	-5	1	95	0.8	4	-1
Cc1cc(C(C)(C)C)oc1C(=O)N(CC(=O)NC1CCCC1)c1cccc(C(F)(F)F)c1
  3	18	0.5	-3	-3	1	96	0.8	3	9
COc1cccc(-c2cc(C(=O)Nc3ccc(OC)c(OC)c3)no2)c1
  28	5	0.93	-28	0	1	96	1	8	-7
O=C(COc1ccccc1-c1ccccc1)NNC(=O)NC1CCCCC1
  5	5	.	-5	-4	1	94	0.9	1	4
COc1ccc(CN(C)C(=O)COC(=O)c2c(-c3ccccc3Cl)noc2C)cc1
  4	7	0.73	-4	1	1	84	0.9	0	-6
O=C(Cc1ccccc1)N1CCN=C1SCc1cccc([N+](=O)[O-])c1
  29	17	1	-29	-7	1.1	93	0.8	-6	3
COc1ccc(C(=O)Nc2ccccc2N2CCCCC2)cc1[N+](=O)[O-]
  9	39	1.1	-9	-4	1	103	0.6	-9	19
NS(=O)(=O)c1ccc(NC(=O)C(Sc2ccccc2)c2ccccc2)cc1 (stereo not drawn)
  14	17	0.7	-14	-6	1.1	102	0.8	-2	-12
CC(C)n1c(SCC(=O)c2ccc3c(c2)OCCO3)nc2c1c(=O)n(C)c(=O)n2C
  .	19	.	.	-3	1	.	0.8	.	2
S=C(NCC1CCCO1)N1CCN(c2nc(-c3ccc(Cl)cc3)cs2)CC1 (stereo not drawn)
  -20	22	0.6	20	-5	1	74	0.8	-7	0
c1csc(-c2nn3c(Cn4nnc5ccccc54)nnc3s2)c1
  -19	8	1	19	-6	1.1	102	0.9	7	-7
C=CCOc1ccc(Br)cc1CNC(C)(C)C
  -19	-14	1.5	19	-6	1.1	100	1.1	1	7

A section from further up:
Value order: APP 5'UTR act	Diaphorase inh	NF-kB expr up	APP transl inh	FLuc inhib CS	FLuc stim CS	STAT1 act	Diaph act CS	TLR4-MyD88 BLA	G6PDH counter
Cc1cccc(-n2nnc(C(=O)Nc3ccc(F)cc3)c2N)c1
  109	1	5.1*	-109	7	0.9	168*	1	-1	0
CC(=O)NC[C@H]1CN(c2ccc(N3CCOCC3)c(F)c2)C(=O)O1
  .	24	.	.	-5	1	.	0.8	.	7
CCc1c(C)nc(SCC(N)=O)c(C#N)c1C
  .	6	1	.	-2	1	104	0.9	0	2
CCOC(=O)c1nn(-c2cccc(OC)c2)c2nc(CC)c(C#N)c(=O)n12
  -14	3	1.1	14	-8	1.1	91	1	-3	-1

Reformatted in markdown: entries from further up
| molecule | APP 5'UTR act | Diaphorase inh | NF-kB expr up | APP transl inh | FLuc inhib CS | FLuc stim CS | STAT1 act | Diaph act CS | TLR4-MyD88 BLA | G6PDH counter |
| --- | --- | --- | --- | --- | --- | --- | --- | --- | --- | --- |
| COc1ccc(C(=O)Nc2ccccc2N2CCCCC2)cc1[N+](=O)[O-] | 9 | 39 | 1.1 | -9 | -4 | 1 | 103 | 0.6 | -9 | 19 |
| COC(=O)c1cc[n+](CC(=O)c2ccccc2)cc1 | 13 | 10 | 1.7 | -13 | -8 | 1.1 | 101 | 0.9 | 1 | 2 |

Other entries follow.
Value order: APP 5'UTR act	Diaphorase inh	NF-kB expr up	APP transl inh	FLuc inhib CS	FLuc stim CS	STAT1 act	Diaph act CS	TLR4-MyD88 BLA	G6PDH counter
COc1ccc(OCCCn2cccc2/C=C2/C(=N)N3OC(C)=CC3=NC2=O)cc1
  42	20	1.2	-42	-5	1	94	0.8	5	0
O=C(CN1CCOCC1)NNC(=S)Nc1ccccc1
  7	-3	1.3	-7	-3	1	97	1	-1	9
COc1ccc(NC(=O)COC(=O)Cc2ccc(-c3ccccc3)cc2)c(OC)c1
  30	35	1.1	-30	2	1	97	0.7	-3	-31
CCS(=O)(=O)N1Cc2ccccc2CC1C(=O)Nc1nc2ccccc2s1 (stereo not drawn)
  210*	21	0.91	-210	35	0.7	174*	0.8	3	9
CCNS(=O)(=O)c1ccc(-c2ccc(-n3cnnn3)cc2)cc1
  -11	0	1.1	11	-8	1.1	95	1	6	1

Screening data (PubChem BioAssay)
